# Mot1-301 SUMO = blocks SUMOylation pathway, rescuing yeast Mot1-301 growth | S. cerevisiae Mot1-301 growth rescue, ATP luminescence, 38.5C; percent above DMSO median, 100 means doubled | 320,000 tested, 1% active | growth rescue, % at 18.8 µM;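 active = every valid replicate shows activation above 250% relative to neutral control wells; inactive = the rest, any valid replicate at or below 250%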;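 note: OY570 slx delta 5 strain wells were the positive control but not used for scaling; some compounds called inactive have numbers as strong as hits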
# HTR5A inv ag = inverse agonist of human HTR5A in OPRM1-OPRD1 counter-screen; HTR5A cell line, luminescence, inverse agonism; inhibition, % at 9.3 µM; 340,000 tested, 0.083% active; AID 504634; in the data active = inhibition mostly above about 23%, no sharp cut-off; inactive = mostly below about 18%;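 note: 0% = cells with DMSO and 100% = no-cell wells with DMSO; some compounds called inactive have numbers as strong as hits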
# AddAB inh = less growth of phage-infected E. coli with AddAB; E. coli expressing H. pylori AddAB, absorbance growth; inhibition, % at 11.9 µM; 330,000 tested, 0.29% active; in the data active = inhibition above about 12%;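 note: 0% = vehicle wells of infected cells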
# MOR-DOR ag = OPRM1-OPRD1 heterodimerization agonism; activation, % at 9.3 µM; 340,000 tested, 0.3% active; AID 504326; cells, luminescence; P35372+P41143; in the data active = activation above about 18%;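 note: 0% = vehicle-treated cells and 100% = reference agonist; values of inactives mirror those of a sister screen read the other way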
# Target sequence (P35372 whole entry, looked up): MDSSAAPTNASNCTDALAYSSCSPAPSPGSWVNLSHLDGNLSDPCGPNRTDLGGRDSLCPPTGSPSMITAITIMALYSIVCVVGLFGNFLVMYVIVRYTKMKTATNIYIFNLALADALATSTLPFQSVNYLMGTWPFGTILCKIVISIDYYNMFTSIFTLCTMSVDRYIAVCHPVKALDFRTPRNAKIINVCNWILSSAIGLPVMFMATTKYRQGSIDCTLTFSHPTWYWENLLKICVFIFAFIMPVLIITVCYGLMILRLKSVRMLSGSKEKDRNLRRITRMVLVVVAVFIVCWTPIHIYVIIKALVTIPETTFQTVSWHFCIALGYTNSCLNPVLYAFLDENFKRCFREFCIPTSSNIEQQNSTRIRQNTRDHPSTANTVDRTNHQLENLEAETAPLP
# Target sequence (P41143 whole entry, looked up): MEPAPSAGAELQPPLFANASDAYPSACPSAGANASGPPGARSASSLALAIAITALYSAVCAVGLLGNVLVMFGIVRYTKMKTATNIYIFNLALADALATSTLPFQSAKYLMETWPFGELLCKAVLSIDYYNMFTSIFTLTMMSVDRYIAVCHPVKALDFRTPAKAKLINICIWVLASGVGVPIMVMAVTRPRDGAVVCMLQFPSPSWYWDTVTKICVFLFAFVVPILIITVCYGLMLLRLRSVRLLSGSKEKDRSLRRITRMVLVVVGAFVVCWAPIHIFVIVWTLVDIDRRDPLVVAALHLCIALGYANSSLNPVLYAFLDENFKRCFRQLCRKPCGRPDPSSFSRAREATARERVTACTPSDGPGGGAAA
# MOR-DOR inv ag = inverse agonist of human OPRM1-OPRD1 heterodimerization; P35372+P41143; cell-based MOR-DOR heterodimer luminescence, inverse agonism; inhibition, % at 9.3 µM; 340,000 tested, 0.21% active; AID 504357; in the data active = inhibition above about 22%, passing the limit was not always enough;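 note: 0% = cells with DMSO and 100% = wells without cells with DMSO; values of inactives mirror those of a sister screen read the other way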
# Ecoli viability = counter-screen for AddAB inhibitors: E. coli growth inhibition | inhibition, % at 11.9 µM | E. coli V3065 growth, OD600 absorbance, 18 h | 330,000 tested, 0.27% active | AID 449728;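 active = inhibition above the campaign's mean inhibition across all tested compounds plus 3 SD, cut at about 9.9% in these data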;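 note: uninfected addAB+ strain grown without phage in ampicillin broth; 0% = DMSO wells and 100% = ciprofloxacin 0.95 µg/ml wells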
# PfHsp90 set2 = inhibits growth of yeast expressing Plasmodium falciparum Hsp90; S. cerevisiae expressing PfHsp90, BacTiter-Glo ATP, 48 h; yeast lacking PDR1 and PDR3 efflux regulators; inhibition, % at 9.4 µM; 310,000 tested, 0.32% active;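 active = every replicate shows inhibition above about 80%, whatever the replicate mean, limit read from the data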;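 note: 0% = DMSO neutral controls and 100% = 20 µM radicicol positive controls; yeast relying on Plasmodium falciparum Hsp90 in place of its own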
# DSG3 Ab inh = blocks pemphigus antibody binding to human desmoglein-3. binding (percent of control), % at 10 µM. AID 588358. DSG3-coupled beads, scFv-anti-DSG3-GFP binding, flow cytometry; hits give low values. 310,000 tested, 0.48% active;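 active = binding more than 3 SD below its plate's average and above zero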;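 note: hits lower antibody fragment binding to DSG3; some compounds called inactive have numbers as strong as hits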
# phage Ecoli inh = E. coli growth loss with phage present; AID 651602; 360,000 tested, 0.26% active; inhibition, % at 11.9 µM; growth absorbance; in the data active = inhibition above about 11%
# PKA-R1A activ = PKA-R1A complex activation; AID 504707; PKA-R1A dissociation, Cy5-IP20 fluorescence polarization; scaled: DMSO 0%, 113 µM cGMP 100%; 340,000 tested, 0.083% active; activation, % at 11.4 µM; P00514+P68181;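 active = percent activation above the mean of all tested compounds plus 3 SD, cut at about 19% in these data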;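 note: higher means more PKAc released from R1A so a rise in polarization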
# HTR5A ag ctr = HTR5A agonism, opioid heterodimer counter-screen; P47898; HTR5A agonist assay, luminescence, cell-based; activation, % at 9.3 µM; 340,000 tested, 0.61% active; in the data active = activation mostly above about 9.5%, no sharp cut-off; inactive = mostly below about 7.6%;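 note: 0% = cells with vehicle only and 100% = reference agonist; strong numbers were not always called active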
# An asterisk follows results filed as active; . = no result given. Compounds as they come; overall some 3.2% were active at least once.
# Order of values – Mot1-301 SUMO	MOR-DOR ag	HTR5A inv ag	PKA-R1A activ	HTR5A ag ctr	PfHsp90 set2	MOR-DOR inv ag	AddAB inh	phage Ecoli inh	Ecoli viability	DSG3 Ab inh
N=c1n(CC(=O)c2ccc([N+](=O)[O-])cc2)c2ccccc2n1Cc1ccccc1Cl
    -5	2.5	-35	9	5	15	-13	-2.6	3.5	-1.0	90
O=C(CCCCN1CCCCC1)c1ccc2c(c1)Cc1ccccc1-2
    121	0.2	3	-12	2	9	-1	-1.0	1.8	-0.3	97
CC1CC(C)(C)NC(=S)N1CCC(=O)N1CCN(c2ccccc2)CC1 (centres undefined)
    -1	-2.5	7	7	-2	-12	11	2.2	0.5	0.4	.
COC(=O)CCCC(=O)N(C)CC1CCCN(CCc2ccccc2C)C1 (centres undefined)
    21	-0.5	-13	1	4	-16	3	-2.5	0.6	-2.2	142
COc1ccc(CC(=O)Nc2ccc(S(=O)(=O)Nc3nc(C)cc(C)n3)cc2)cc1
    -25	-2.2	9	-1	2	-17	12	-0.7	4.0	-0.8	95
CN(C)c1ccc(NC(=O)c2ccc([N+](=O)[O-])cc2Cl)cc1
    1	4.5	-5	1	2	19	-32	0.7	4.6	0.1	88
Cc1ccc(C(OCCN(C)C)c2cccc(C(F)(F)F)c2)cc1 (centres undefined)
    -11	-0.6	10	2	-2	-14	3	0.5	2.9	0.1	100
CC(C)c1ccc(NC2CCCN(C(=O)c3cccc4nccnc34)C2)cc1 (centres undefined)
    -3	-2.7	-14	-15	4	11	14	3.9	0.7	-1.2	.
CC(=O)c1cc2c(cc1N(C(=O)Cn1nnc3ccccc31)C(C(=O)NCCC(C)C)c1cccnc1)OCO2 (centres undefined)
    -14	.	.	.	.	-39	.	-2.5	4.6	0.1	103
CCC(=O)OCc1c(C(F)(F)F)nn(C)c1Oc1cccc(C(F)(F)F)c1
    1	3.7	3	3	-1	.	-18	2.1	3.6	1.8	109
CC1=CC(C)C2C(=O)N(CCCN(C)C)C(=O)C2C1 (centres undefined)
    -15	-2.4	0	1	3	27	11	2.4	3.4	2.9	98
C[C@@H]1CC=C[C@H]2[C@H]1C(=O)N(Cc1ccccc1)[C@H]2c1ccc2ccccc2c1/C=C/c1ccccc1
    -19	-0.5	13	1	0	-1	3	1.2	0.3	-2.5	98
COc1cccc(OCCNC(=O)Nc2cc(F)c(F)cc2Cl)c1
    -8	2.5	0	-13	0	.	-12	1.6	2.0	-1.7	122
COc1ccc(C2=NS(=O)(=O)N(C)C(C(=O)N(C)Cc3ccccc3)=C2)cc1OC
    .	-0.6	2	-7	-1	-1	3	2.6	2.0	-4.2	109
COc1ccc2c(c1)Cc1sc(NC(=O)c3ccccc3)nc1-2
    39	2.6	-1	4	4	0	-15	1.4	-0.6	-0.4	109
c1coc(-c2nnc(-c3ccco3)nn2)c1
    27	-3.3	-2	-3	1	-13	18	-1.4	2.0	-1.3	97
CCSc1ccc([C@@H]2[C@H]3C(=O)N(CC)C(=O)[C@H]3[C@]3(C(=O)OC)CCCCN23)cc1OC
    -16	1.7	-4	7	-4	1	-10	0.2	.	-1.1	117
COc1cc2c(cc1OC)C1=C(C#N)CC/C(=N\S(=O)(=O)c3ccccc3)N1CC2
    -13	0.6	-23	1	-4	14	-3	-3.0	-0.2	0.3	82
O=C(/C=C/c1ccc2c(c1)OCO2)N1CCN(c2n[nH]c(=O)[nH]c2=O)CC1
    -4	-2.3	-11	-4	-2	-14	12	0.9	2.5	5.1	101
CN1CCCN(C(=O)c2cccc3ccccc23)CC1
    3	-2.5	-4	-1	1	2	11	4.5	1.1	0.3	94
Cc1cccc(OCCOC(=O)C2CCN(S(=O)(=O)c3cccs3)CC2)c1
    33	-0.3	-32	1	4	-15	1	2.1	1.7	-3.4	112
Cc1cccc(N2CCN(C(=O)CC(NC(=O)c3ccccc3)c3ccccc3)CC2C)c1 (centres undefined)
    207	2.2	-5	-8	2	17	-12	3.3	2.7	1.8	108
C/C(=N\NC(=S)NC1CCCCC1)c1ccccc1
    21	11	-4	-13	2	-43	-55	0.2	-1.3	-1.1	83*
O=C1CN(C(=O)c2ccccc2)C(c2ccccc2)c2cc(Cl)ccc2N1 (centres undefined)
    180	-2.3	11	-12	-3	12	11	-2.1	0.9	-3.5	94
CCOc1ccccc1NS(=O)(=O)c1c[nH]c(C(=O)OC)c1
    275	0.4	-10	1	4	15	-2	-2.1	3.4	0.4	94
CN(Cc1cn(-c2ccccc2)nc1-c1ccc(Cl)cc1)C(=O)CCC(=O)O
    1	-0.9	-2	-12	1	17	5	3.5	5.0	3.4	104
O=C(NCc1ccncc1)c1cc(C(=O)C2CCCCC2)c[nH]1
    -11	-2.8	18	0	-7	-22	13	4.5	2.8	-2.5	114
CCCCC(=O)OCC(=O)c1[nH]c(C)c(C(C)=O)c1C
    13	-0.6	8	-8	6	10	3	3.6	1.9	1.0	106
CC(=O)CSc1nnc(-c2cnccn2)n1-c1ccccc1
    .	-2.1	-5	-10	1	52	11	.	2.5	.	102
S=c1[nH]nc(-c2ccccn2)n1/N=C/c1ccccc1
    369*	-2.5	-3	-6	1	25	13	3.2	2.7	-0.5	97

# 3 compounds from above, ordered by the number in DSG3 Ab inh, falling:
SMILES,DSG3 Ab inh
O=C(NCc1ccncc1)c1cc(C(=O)C2CCCCC2)c[nH]1,114
Cc1cccc(OCCOC(=O)C2CCN(S(=O)(=O)c3cccs3)CC2)c1,112
S=c1[nH]nc(-c2ccccn2)n1/N=C/c1ccccc1,97

# Later entries:
# Order of values – Mot1-301 SUMO	MOR-DOR ag	HTR5A inv ag	PKA-R1A activ	HTR5A ag ctr	PfHsp90 set2	MOR-DOR inv ag	AddAB inh	phage Ecoli inh	Ecoli viability	DSG3 Ab inh
O=C(Nc1ccc2c(c1)CCC2)c1cccc(F)c1
    -3	1.3	-16	2	5	15	-7	1.4	4.5	2.8	103
COc1ccc(S(=O)(=O)Nc2cccc3c2O[C@H](CN(C)CC2CC2)[C@@H](C)CN([C@H](C)CO)C3=O)cc1
    1	-0.1	15	9	3	22	0	1.1	1.7	2.4	100
COc1cccc(Nc2nc3ccccc3n3cnnc23)c1
    2	-1.5	3	-14	-1	-13	8	0.2	1.2	0.1	100
O=[N+]([O-])c1cccc2cnccc12
    .	-1.2	2	-10	-1	5	6	.	0.2	.	87
Cc1nc(-c2ccccc2)nc2n[nH]c(N)c12
    2	-0.6	-8	-6	-2	7	3	-1.8	2.2	0.1	108
COC(=O)[C@H](Cc1ccc(O)cc1)NCCCn1cnc(C(=O)Nc2ccc(C)c(C)c2)n1
    .	-2.1	8	8	-2	-16	10	.	2.9	.	98
O=C(NN1C(=O)c2ccccc2NC1c1ccc([N+](=O)[O-])o1)c1ccc([N+](=O)[O-])cc1 (centres undefined)
    17	3.3	32	2	5	13	-17	3.4	3.6	2.2	99
N/C(=N\OC(=O)CN1C(=O)c2ccccc2C1=O)c1ccc(Br)cc1
    -22	0.5	10	7	7	36	-2	1.2	2.2	-0.9	103
CCCCn1c(N)c(N(CC)C(=O)CCc2ccccc2)c(=O)[nH]c1=O
    235	-1.4	-5	4	4	22	8	4.2	2.0	1.6	.
COc1ccccc1NC(=S)N1CCCc2ccccc21
    -9	-1.7	-7	4	3	.	8	-0.2	-1.8	0.8	104
CC1CN(C(=S)SCCN2C(=O)CCC2=O)CC(C)O1 (centres undefined)
    -14	-1.4	1	-12	0	6	7	2.6	2.2	2.5	81
COc1cc(OC)cc(C(=O)NCCOc2ccccc2)c1
    -14	-0.6	-2	3	1	-9	2	3.6	0.2	1.9	.
CCn1ncc(/C=C/C(=O)Nc2c(C)nn(CC)c2C)c1C
    -5	-2.3	-43	6	-4	-7	13	-0.6	3.7	-1.3	96
O=C(Nc1ccc(NC(=O)c2cc3ccccc3o2)cc1)c1ccco1
    9	7.4	-18	-15	7	-5	-41	2.6	2.3	-1.6	109
FC(F)(F)c1ccccc1NC(=S)Nn1cnnc1
    -14	5.1	0	-7	0	25	-21	.	0.4	.	113
COc1ccccc1C(=O)NCCn1ccc2ccccc21
    -7	-3.0	-7	-8	-2	3	13	3.1	0.2	-0.9	159
COc1ccccc1C(=O)NC(=S)Nc1cccnc1Cl
    -1	2.6	-3	-3	1	-9	-17	-0.9	2.3	-0.4	95
CCOC(=O)NNC(=O)C12CC3CC(CC(C3)C1)C2
    18	-0.1	6	-3	-2	5	0	2.0	3.1	-2.9	98
CCC(C)[C@H](NC(=O)N1CCN(c2cccc(C(F)(F)F)c2)CC1)C(=O)OC (some centres undefined)
    48	1.0	17	-2	8	.	-5	0.2	2.5	-0.4	100
C[C@H](NC(=O)c1nc[nH]c1C(=O)NCc1ccccc1)c1ccccc1
    3	4.2	21	1	2	.	-23	-3.0	0.9	-4.6	108
O=C1c2ccccc2NC(c2ccccc2)N1c1ccc(O)cc1 (centres undefined)
    -5	-0.4	-7	-3	3	-17	2	0.8	0.4	-2.1	101
O=C(c1cc(-c2cccs2)nc2ccccc12)N1CCN(c2ccccc2)CC1
    -3	-1.2	-9	-4	0	-36	5	2.2	6.2	-2.6	110
O=C(/C=C/c1ccc([N+](=O)[O-])cc1)NCCSc1ccccc1
    -1	-0.5	-7	-4	-1	.	3	0.4	3.7	-0.6	98
Nc1nc(CCl)nc(Nc2ccccc2)n1
    1	-2.5	0	-3	0	10	12	-1.6	4.6	-1.9	101
O=C(CC1(O)C(=O)N(Cc2ccccc2Cl)c2ccccc21)c1ccco1 (centres undefined)
    36	0.1	-21	-8	0	-13	-1	1.2	3.4	2.4	101
CN(C(=O)CSc1nnc(C2CC2)n1C)C1CCCc2ccccc21 (centres undefined)
    .	-0.1	-3	-4	1	.	1	.	-0.1	.	104
CCOC(=O)c1c(NC(=O)C2CC(Cl)=CCC2C(=O)O)sc2c1CCCCC2 (centres undefined)
    -25	-1.2	15	3	3	-14	6	0.7	.	-0.2	103
COc1ccc(/C=C2\SC(=O)N(CCC(=O)N(C)C3CCS(=O)(=O)C3)C2=O)cc1 (centres undefined)
    -9	-0.3	1	0	-4	-23	1	-1.6	-1.1	-3.3	104
O=C(/C=C/c1ccco1)Oc1cc(Br)cc(/C=N/NC(=O)c2ccccc2O)c1
    182	0.9	-8	-13	-1	-134	-5	7.1	3.7	-0.7	125
O=S1(=O)NC(CC2=CCCCC2)C2CCCCC2O1 (centres undefined)
    -15	7.8	-14	-5	4	-8	-44	2.9	0.3	0.0	110
O=C(O)c1ccccc1S(=O)(=O)CC(=O)N1CCCCC1
    -2	-1.0	2	-13	-1	5	8	1.7	2.1	-1.9	.
CC1CN(c2ccccc2)C(=O)CS1 (centres undefined)
    -5	-1.7	-17	-3	-4	66	9	0.4	2.2	-3.0	102
CNS(=O)(=O)c1cccc(C(=O)NCC(C)(C)N2CCCCC2)c1
    12	-1.7	-14	3	5	20	9	2.4	1.7	-0.3	108

# Assay outcomes (PubChem)
